Source: PubChem BioAssay (several laboratories)
ADAM10 inh: inhibitors of human ADAM10; AID 720582; 370,000 compounds, 0.62% hits; inhibition, % at 7 µM; O14672; recombinant ADAM10, EDANS/DABCYL FRET peptide cleavage, 3 h;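 active = inhibition above a per-campaign cutoff equal to the mean of compounds falling between control-based bounds plus 3 SD, cut at about 20% in these data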;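 note: 0% = DMSO wells while the 100% control is not disclosed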
NPR2 activator: GC-B (human) receptor activation; 370,000 compounds, 0.11% hits; HEK293-GC-B cells, CNP EC30, cGMP TR-FRET; 0% at EC30 CNP, 100% saturating CNP; activation, % at 10 µM; P20594;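 active = activation at 10 µM reaching about 35% in either raw or pattern-adjusted values, limit read from the data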
DAX1 inh-1: inhibitors of DAX1 repression of SF-1 activated StAR promoter | HEK293T StAR-luciferase reporter, SF-1/DAX-1 repression relief | inhibition, % at 6.8 µM | 370,000 compounds, 1.1% hits | AID 652010;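 active = inhibition above the mean over all tested compounds plus 3 SD, cut at about 3.6% in these data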;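 note: 0% = DAX-1 cells with DMSO and 100% = cells lacking DAX-1 with DMSO; higher inhibition means more luminescence from relief of DAX-1 repression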
SMARCA2 act: increases SMARCA2 function in MMTV reporter cells; MG213 cells, MMTV-luciferase reporter, dexamethasone, overnight; activation, % at 9.1 µM; 370,000 compounds, 1% hits; AID 652017; in the data active = activation above about 7.8%;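 note: 0% = vehicle wells and 100% = reference activator wells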
hcDAF-12 act: H. contortus DAF-12 activation, primary screen; HEK293 hcDAF-12 lit1-tk-luc reporter, luminescence; 0% DMSO, 100% Δ7-dafachronic acid; activation, % at 6.8 µM; 370,000 compounds, 1.4% hits;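 active = activation above the mean of all tested compounds plus 3 SD, cut at about 5.5% in these data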;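 note: 100% = response to 3 µM Δ7-dafachronic acid high control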
hgDAF-12 ag: activates the H. glycines DAF-12 receptor ligand-binding domain; HEK293 GAL4-hgDAF12 UAS-luciferase reporter, agonist luminescence; normalized to butyrate control; activation, % at 6.8 µM; 370,000 compounds, 1.8% hits; AID 687014;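 active = activation above a cutoff set at the mean of all screened compounds plus 3 SD, cut at about 10% in these data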;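 note: 0% = DMSO wells and 100% = sodium butyrate wells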
GC-A act: GC-A (human) enzyme activation. P16066. HEK293 GC-A cells, cGMP TR-FRET, EC30 ANP; 0% at EC30 ANP, 100% saturating ANP. activation, % at 10 µM. 370,000 compounds, 0.14% hits. AID 1671463; in the data active = activation above about 40%
Target sequence (P16066 whole entry, looked up): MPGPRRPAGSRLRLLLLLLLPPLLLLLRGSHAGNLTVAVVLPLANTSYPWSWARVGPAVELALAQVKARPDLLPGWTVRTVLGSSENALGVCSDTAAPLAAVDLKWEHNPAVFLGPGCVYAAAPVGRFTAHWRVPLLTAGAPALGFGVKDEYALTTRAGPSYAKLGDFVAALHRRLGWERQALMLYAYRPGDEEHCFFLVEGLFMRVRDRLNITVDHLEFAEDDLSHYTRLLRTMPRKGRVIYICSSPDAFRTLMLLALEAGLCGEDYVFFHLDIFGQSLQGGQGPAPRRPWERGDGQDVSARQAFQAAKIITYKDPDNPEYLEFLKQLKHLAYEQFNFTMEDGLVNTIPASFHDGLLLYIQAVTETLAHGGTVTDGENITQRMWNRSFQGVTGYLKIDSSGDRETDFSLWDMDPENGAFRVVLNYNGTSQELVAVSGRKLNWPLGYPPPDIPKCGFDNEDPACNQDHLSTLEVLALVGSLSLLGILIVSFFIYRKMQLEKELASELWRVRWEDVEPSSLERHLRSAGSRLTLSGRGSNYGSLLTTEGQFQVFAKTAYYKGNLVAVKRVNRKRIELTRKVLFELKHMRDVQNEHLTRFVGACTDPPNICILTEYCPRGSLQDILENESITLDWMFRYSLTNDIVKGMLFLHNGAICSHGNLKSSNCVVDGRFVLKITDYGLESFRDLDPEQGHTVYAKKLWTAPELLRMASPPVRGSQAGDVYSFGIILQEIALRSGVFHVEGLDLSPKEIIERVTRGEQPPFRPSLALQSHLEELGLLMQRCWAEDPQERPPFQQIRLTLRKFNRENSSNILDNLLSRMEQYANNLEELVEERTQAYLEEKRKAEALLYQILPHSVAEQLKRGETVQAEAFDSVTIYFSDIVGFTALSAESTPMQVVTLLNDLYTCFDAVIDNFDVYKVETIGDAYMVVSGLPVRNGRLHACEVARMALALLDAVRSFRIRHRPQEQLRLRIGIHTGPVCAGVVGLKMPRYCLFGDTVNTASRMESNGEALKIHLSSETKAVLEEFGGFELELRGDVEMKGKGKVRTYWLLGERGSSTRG
HGIII-sPLA2 inh: Inhibits HGIII-sPLA2 liposome hydrolysis, primary screen; AID 743126; QFRET BODIPY PC-A2 liposome hydrolysis, fluorescence; 370,000 compounds, 0.56% hits; inhibition, % at 12.2 µM; Q9NZ20;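 active = inhibition above mean plus 3 SD of compounds lying within the high and low control bounds, cut at about 19% in these data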;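 note: 0% = median of test compound wells and 100% = no enzyme DMSO wells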
FXN GAA850 act: increases GAA850 frataxin promoter reporter activity | HEK293 lucGAA850 FXN promoter luciferase reporter, 24 h; percent of 10 µM SAHA response | activation, % at 6 µM | 360,000 compounds, 0.56% hits;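 active = activation above the average of all compounds screened plus 3 SD, cutoff fixed separately per campaign, cut at about 7.5% in these data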;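 note: 0% = DMSO wells and 100% = 10 µM SAHA wells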
ssDAF12 agonist: activators of S. stercoralis DAF-12 nuclear receptor | HEK293 ssDAF-12/GRIP1 lit1-tk-luc reporter, luminescence; % of 3 µM dafachronic acid response | 370,000 compounds, 1% hits | activation, % at 6.8 µM;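 active = activation above the mean over all tested compounds plus 3 SD, cut at about 0.9% in these data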;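 note: 0% = DMSO-only wells and 100% = 3 µM delta7-dafachronic acid wells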
DAX1 inh-2: inhibits human nuclear receptor DAX1. inhibition, % at 6.75 µM. P51843. HEK293 Gal4-DAX1 luciferase reporter, luminescence. AID 504766. 340,000 compounds, 0.99% hits;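 active = inhibition above the mean over all tested compounds plus 3 SD, cut at about 4.2% in these data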;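 note: 0% = DAX1-transfected cells with DMSO and 100% = empty-vector control cells with DMSO; inhibition shows as a rise in luminescence from relieved DAX1 repression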
Active calls of the source: *; i = inactive; / = no result given.

smiles,ADAM10 inh,NPR2 activator,DAX1 inh-1,SMARCA2 act,hcDAF-12 act,hgDAF-12 ag,GC-A act,HGIII-sPLA2 inh,FXN GAA850 act,ssDAF12 agonist,DAX1 inh-2
CC1(C)OC(=O)N(CC(=O)Nc2cccc(C(F)(F)F)c2)C1(C)O (centres undefined),-4,4,0.3,-3,1.0,0.2,-2,-1,-0.4,-1.3,-0.5
CCN1CCN(C(=O)c2ccc(CNS(=O)(=O)c3cccc(OC)c3)cc2)CC1,-5,2,0.0,-1,-1.5,3.8,-1,-1,-2.7,-0.4,2.0
COc1cc(OC)nc(Oc2ccc(NC(C)=O)cc2)n1,-4,3,0.0,0,-2.3,-2.3,2,0,3.8,-0.3,-1.3
Cc1cccc2cc(C#N)c(NCCNC(=S)NCCCN3CCOCC3)nc12,-189,1,-0.3,1,-0.3,-0.1,-3,4,3.2,-1.6,-1.3
CC(C)N1C(=O)NC2(c3ccccc3)N(C)C(=O)N(C)C12c1ccccc1 (centres undefined),5,4,0.8,-2,-0.4,1.6,-5,-4,1.0,-0.7,-0.6
CN(C)c1ccc(C2CC(c3cccc(NS(C)(=O)=O)c3)=NN2C(=O)c2ccccc2)cc1 (centres undefined),12,8,-0.9,-2,-1.4,0.2,-2,-13,0.9,-1.4,1.6
Cc1ccc(C(CNC(=O)c2ccco2)N2CCN(C)CC2)cc1 (centres undefined),-13,-3,0.2,-2,-0.8,1.1,2,5,-0.2,-0.5,0.3
CCSC1=NCCN1S(=O)(=O)c1ccc(Cl)cc1,-10,0,0.1,-1,-1.2,-0.4,1,22*,1.3,-1.5,1.2
O=C(NC(c1cccnc1)C(F)(F)F)c1cc(COc2ccc3c(c2)CCCC3)on1 (centres undefined),17,4,-1.1,-4,-2.7,-0.5,14,-15,-1.0,-1.4,-4.3
Cn1[nH]c(C(F)(F)F)c(C=Nc2ccc(Cl)cc2)c1=O,-1,-3,0.1,2,3.0,9.7,2,0,1.8,-0.4,0.1
CCCCC(=O)NNC(=S)NC(=O)c1cccc([N+](=O)[O-])c1,2,-2,0.4,-1,0.8,-0.2,0,-1,-0.8,-1.5,4.1
CC(C)(C)c1cn(-c2ccc(Cl)cc2)c(=S)[nH]1,-2,-2,-1.6,-2,-1.2,1.8,5,9,4.6,-1.4,0.1
CN(C)CCNC(=S)Nc1ccc(Cl)cc1,-3,7,0.0,5,-0.9,1.7,1,-2,1.2,-1.2,-0.4
O/N=C(\c1ccccn1)C1CC1c1ccccc1 (centres undefined),-4,1,0.0,1,-1.3,0.8,4,12,2.5,-1.4,-0.9
COCC(=O)N(Cc1cc2cc(C)ccc2[nH]c1=O)c1cccc(C)c1C,-27,-18,-0.2,0,-1.6,-1.8,-25,2,-2.3,-0.1,0.9
CCN(CC)CCn1c2ccccc2c2cnc(N=CN(C)C)c(C#N)c21,-135,7,-0.1,7,-1.2,2.3,12,4,3.9,-1.0,0.0
COc1ccc(C2=Nc3ccccc3N(C(=O)Cc3cc(OC)cc(OC)c3)C2C(=O)NC(C)(C)C)cc1 (centres undefined),-10,-7,-0.8,0,-1.3,-2.9,-9,0,/,-1.0,/
CC(C)(OC(=O)c1ccc(C#N)cc1)c1cc2ccccc2c(=O)o1,-6,-2,0.2,0,-1.1,1.8,1,-9,-0.5,-1.0,-0.5
O=C(c1ccco1)N1CCN(c2cc(=O)n(-c3ccc(Cl)cc3)c(=O)[nH]2)CC1,-12,4,0.0,0,-3.0,-1.4,-1,-4,-1.7,-0.5,-0.3
CC(NC(=O)CN(C)Cc1cccc(Cl)c1)c1ccccc1 (centres undefined),12,-8,-0.1,-1,-1.5,-2.7,-4,1,-0.4,0.1,-0.3
CCOC(=O)C1=C(C)N=c2s/c(=C\c3ccc(OCC(=O)O)cc3)c(=O)n2C1c1ccc(OC(C)C)cc1 (centres undefined),6,0,-0.1,-1,0.3,0.3,-15,-45,4.0,-1.4,0.1
COc1cc(CNC(=O)C2CCC(=O)N(C3CCCCCC3)C2)cc(OC)c1 (centres undefined),3,3,-1.9,-1,-2.5,1.2,-3,6,0.0,-1.1,0.7
CCn1c(=O)c(C(=O)CN(C)Cc2ccc(F)cc2)c(N)n(Cc2ccccc2)c1=O,-6,-4,-0.5,-2,1.1,0.7,-8,-14,-2.9,-2.4,0.1
COc1ccccc1N(C)S(=O)(=O)c1ccc(Cl)c(C(=O)Nc2ccncc2)c1,5,-13,0.7,-1,-1.4,-0.1,-24,-8,-0.5,0.0,-1.9
O=C(/C=C/c1ccccc1Cl)Nc1ccccc1,13,-2,2.8,7,16*,20*,-3,-2,2.2,2.6*,/
Cc1ccc(C(=O)Nc2ccc3c(c2)OCO3)o1,-2,4,1.5,3,2.9,10,-2,4,4.0,0.7,1.4
CSc1ccc(/C=N/NC(=O)CN2CCN(Cc3ccccc3Cl)CC2)cc1,-10,3,-0.1,-1,0.1,0.3,2,-1,1.3,0.6,-0.1
N#Cc1cc(NCC2CCCO2)c([N+](=O)[O-])cc1C#N (centres undefined),-4,-8,-0.7,-1,-2.2,-0.4,-1,3,2.7,-1.3,0.1
Cc1ccccc1CN1C[C@@H]2C[C@@H](c3cn[nH]c3-c3ccccc3)N3CCC[C@@]23C1=O,3,-6,-0.3,-3,-3.1,-1.4,-25,-8,-0.6,-1.4,0.0
Cc1ccc(C)c(S(=O)(=O)NCc2ccc(C(=O)N3CCN(c4ccccc4)CC3)cc2)c1,4,-6,-2.0,-1,-0.3,-4.0,-5,-21,0.7,-1.4,0.6
Cc1cc(NC(=O)C2C3C(=O)N(Cc4ccc(Cl)cc4)C(C(=O)NC4CCCCC4)C34C=CC2(C)O4)no1 (centres undefined),-3,2,-0.1,0,-2.1,1.8,-3,4,-0.1,-1.1,-1.3
COCCCNC(=O)c1c(N)n(-c2ccccc2)c2nc3ccccc3nc12,i,2,-1.0,-6,-1.2,-2.0,11,-4,-0.3,-1.4,/
CCCc1nc2ccccc2c(=O)n1N,-1,9,0.9,-3,-2.0,-1.6,-4,2,2.7,-0.5,-0.2
CCCCOC(=O)Nc1ccc(S(=O)(=O)Nc2ncccn2)cc1,-4,6,1.2,2,1.1,0.1,3,0,1.8,-1.7,/
Cc1nnc(SCC(=O)NC2CCCCCC2)n1C(C)C,-6,4,-0.5,-3,-1.3,1.0,1,2,0.3,-0.7,1.0
COc1ccc(NC(=O)CCCn2c(=O)c3sccc3n(Cc3ccccc3)c2=O)cc1,-1,4,-0.2,-4,-2.6,1.3,0,0,0.4,-1.0,0.9
CN(CC1COc2ccccc2O1)C(=O)c1cc(COc2c(F)cccc2F)on1 (centres undefined),1,-1,-0.5,-2,-0.1,-1.4,3,-6,1.1,-0.8,-0.2
CCC(C)(C)NC(=O)C(OC(=O)c1ccco1)c1ccccc1F (centres undefined),4,-3,0.1,-3,-0.6,3.1,-5,5,0.6,-1.1,1.5
Cc1ccc(N(CC(=O)Nc2cc(C)cc(C)c2)S(=O)(=O)c2cccc3nonc23)cc1,14,7,0.1,-2,-1.3,1.0,0,-9,-0.3,-1.8,-0.2
COc1ccc(C2=Nn3c(nnc3-c3ccco3)SC2)cc1,-4,3,-1.4,-3,-1.6,-1.9,12,-6,2.1,-2.1,-0.1
CCc1ccc(/C=C2\CN(CC)Cc3c2nc2ccccc2c3C(=O)O)cc1,-49,2,-0.1,6,-0.2,0.3,5,-8,-1.2,-0.7,-1.5
O=c1c(Cl)c(O)c2cccc3c4ccccc4n1c23,i,0,1.2,-1,3.1,0.3,2,-7,3.8,0.1,2.2
Cc1ccccc1N1CC(C(=O)Nc2ccc(S(=O)(=O)N3CCCC3)cc2)CC1=O (centres undefined),1,-5,0.8,-2,-2.4,1.2,1,-13,0.4,-1.0,1.2
Cc1ccc(C(C(=O)NC2CCCCC2)N(Cc2ccco2)C(=O)Cc2c[nH]c3ccccc23)o1 (centres undefined),11,-10,0.0,-2,-0.9,0.8,-13,-64,-4.4,-1.4,-0.9
COc1ccc(-c2nc(CSCC(=O)NCc3ccc4c(c3)OCO4)c(C)o2)cc1,-9,-1,-2.7,-3,-1.7,-2.9,-1,7,1.7,-1.5,0.0
FC(F)(F)c1cccc(NC(=S)N2CCN(c3cccc(C(F)(F)F)c3)CC2)c1,0,10,0.5,1,-2.4,-1.4,0,6,-0.3,-1.2,0.2
CC(=O)CSc1nc(N)c(C#N)c(-c2cccs2)c1C#N,-19,-9,-1.3,-3,-2.9,-2.0,3,-20,-3.9,-2.2,-1.8
COc1ccc(CNC(=O)CN(Cc2ccc(Cl)cc2)S(=O)(=O)c2ccccc2)cc1,24*,-1,-2.0,-5,-3.1,-4.6,-6,-15,-1.4,-2.1,-1.6
O=C(NNC(=S)NC1CCCCC1)c1sc2ccccc2c1Cl,-18,0,0.2,-1,0.9,-0.9,2,-22,0.7,-1.0,-1.6
Fc1ccc(-c2onc3ccc(C4OCCO4)cc23)cc1,-17,1,0.0,0,-1.4,1.1,0,1,-1.2,-1.8,1.0
O=C(Cc1ccccc1)Nc1nnc(-c2cccc([N+](=O)[O-])c2)s1,-2,-1,-0.7,0,-2.1,2.2,-3,1,3.2,-0.7,-0.7
CCNc1ccc(S(=O)(=O)N2CCCCC2)cn1,-29,12,-0.4,-3,-0.6,1.2,3,0,0.4,-1.4,0.0
COc1cccc(CNC(=O)c2cccc(S(=O)(=O)N3CCN(c4ccc(F)cc4)CC3)c2)c1,18,2,0.1,-5,-0.8,-3.9,-1,-19,1.2,-1.1,-0.7
Nc1[nH]n(-c2c(Cl)cc(Cl)cc2Cl)c(=O)c1N=Nc1ccc(S(=O)(=O)Nc2ncccn2)cc1,-9,2,1.6,-3,-2.4,-2.7,-1,17,2.6,-1.4,0.4
COc1ccccc1C(=O)C1CCCN(C(=O)Nc2ccccc2F)C1 (centres undefined),1,-2,0.5,0,0.9,3.6,2,-4,2.0,-1.7,-0.5
Cc1cc(C)c(OCC(=O)OCC(=O)N2c3ccccc3CC2C)c(C)c1 (centres undefined),5,4,1.4,1,-0.2,1.3,1,-10,0.1,-0.5,0.4
O=C(Nc1ccc(C(=O)O)cc1)/C(=C\c1ccco1)NC(=O)c1ccc(Br)cc1,-7,0,0.9,-1,-0.1,-3.9,-1,1,0.2,-0.1,0.7
